Screening data as filed in PubChem BioAssay.
M5 PAM – human M5 muscarinic receptor positive allosteric modulators, primary screen, CHO-K1 cells, Fluo-8 calcium fluorescence. Muscarinic acetylcholine receptor M5 (Homo sapiens), P08912. CHO-K1 hM5, ACh EC20 PAM; 0% = ACh EC20, 100% = ACh EC100. activation, % at 3 µM. 360,000 tested, 0.3% active;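 active = activation above the run cutoff, the mean activation of all test compounds plus 3 SD, cut at about 18% in these data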
Target sequence (P08912 whole entry, looked up): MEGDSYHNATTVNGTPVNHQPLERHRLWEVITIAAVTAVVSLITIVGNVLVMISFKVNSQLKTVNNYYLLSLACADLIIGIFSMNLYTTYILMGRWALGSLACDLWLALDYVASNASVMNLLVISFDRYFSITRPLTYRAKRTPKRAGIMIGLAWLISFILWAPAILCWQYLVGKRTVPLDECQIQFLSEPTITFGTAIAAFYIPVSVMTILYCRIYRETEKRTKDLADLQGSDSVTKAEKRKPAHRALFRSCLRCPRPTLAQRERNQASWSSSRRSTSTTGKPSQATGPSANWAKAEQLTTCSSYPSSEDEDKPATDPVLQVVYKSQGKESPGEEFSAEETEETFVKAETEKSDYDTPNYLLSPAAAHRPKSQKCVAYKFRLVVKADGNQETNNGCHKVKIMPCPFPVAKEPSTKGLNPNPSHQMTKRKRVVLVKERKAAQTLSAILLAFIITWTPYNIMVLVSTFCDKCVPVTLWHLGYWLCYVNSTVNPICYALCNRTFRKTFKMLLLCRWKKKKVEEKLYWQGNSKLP
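System: CHO-K1 cell line with stable human muscarinic M5 receptor expression | Also added: EC20 acetylcholine as agonist stimulus | Compound: One concentration, 3 µM final (nominal) | Timing: Fluo-8 loading 80 min at 37 °C plus 30 min room temperature | Measured by: Fluo-8 calcium dye fluorescence, kinetic read | Read-out basis: % activation, ACh-normalized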
M4 PAM – human M4 muscarinic receptor positive allosteric modulators, primary screen, CHO-K1 cells, Fluo-8 calcium fluorescence; Muscarinic acetylcholine receptor M4 (Homo sapiens), P08173; CHO-K1 hM4/Gqi5, ACh EC20; 0% = ACh EC20, 100% = maximal ACh; activation, % at 3 µM; 360,000 tested, 0.4% active; AID 624126, 2012;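 active = activation above its plate's cutoff, the mean activation of sample wells plus 3 SD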; note: some results filed as inactive read as strong as hits
Target sequence (P08173 whole entry, looked up): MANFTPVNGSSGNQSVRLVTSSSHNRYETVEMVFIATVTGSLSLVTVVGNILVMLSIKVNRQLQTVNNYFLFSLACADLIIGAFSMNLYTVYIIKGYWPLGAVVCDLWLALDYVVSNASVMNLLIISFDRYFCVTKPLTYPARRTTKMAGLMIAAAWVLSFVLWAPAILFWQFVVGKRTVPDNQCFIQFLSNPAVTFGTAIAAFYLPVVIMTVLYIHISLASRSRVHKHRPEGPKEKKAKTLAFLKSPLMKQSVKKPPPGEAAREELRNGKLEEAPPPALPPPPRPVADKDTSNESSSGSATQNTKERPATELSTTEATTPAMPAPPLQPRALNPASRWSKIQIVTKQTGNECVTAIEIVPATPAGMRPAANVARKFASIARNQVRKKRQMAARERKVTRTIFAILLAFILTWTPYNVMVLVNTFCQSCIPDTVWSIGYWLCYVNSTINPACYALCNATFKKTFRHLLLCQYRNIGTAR
CHO-K1 Ca PAM – nonselective calcium activators in parental CHO-K1 cells, primary screen, counter-screen for M1 PAM project, cell-based, Fluo-8 calcium fluorescence, full deck, 1536-well | ATP EC20; 0% at ATP EC20, 100% at ATP max | activation, % at 3 µM | 360,000 tested, 0.02% active;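 active = activation above the run cutoff, the mean activation of all test compounds plus 3 SD, cut at about 40% in these data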;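 note: peak over basal fluorescence ratio in a 140 s read after ATP addition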
CHRM5 agonist – human M5 muscarinic receptor agonists, primary screen, CHO-K1 cells, Fluo-8 calcium fluorescence; Muscarinic acetylcholine receptor M5 (Homo sapiens), P08912; CHO-K1 hM5 cells; 0% DMSO wells, 100% maximal acetylcholine response; activation, % at 3 µM; 360,000 tested, 0.19% active;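 active = activation above the run's mean over test compounds plus 3 SD, cut at about 23% in these data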;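 note: signal is peak over basal fluorescence ratio across the kinetic read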
CRFR2-BP ag – agonists of CRF-BP/CRF-R2 complex, primary screen, cell-based, HEK293, calcium dye fluorescence, uHTS. 350,000 tested, 0.46% active. activation, % at 13.2 µM. CRF-binding protein / CRF receptor 2 complex (human). calcium dye fluorescence (FLIPR); percent of saturating CRF peptide response;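 active = activation of at least 50%, plus an integration ratio under a set limit after plate pattern correction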;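 note: plate controls were neutral control wells without compound for no effect and CRF at EC100 for full effect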
CHRM5 antagonist – human M5 muscarinic receptor antagonists, primary screen, CHO cells, Fluo-8 calcium fluorescence. Muscarinic acetylcholine receptor M5 (Homo sapiens), P08912. AID 624040, 2012. 360,000 tested, 0.59% active. inhibition, % at 3 µM. CHO-hM5 cells, ACh EC80;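 active = inhibition above a per-plate cutoff, the mean of that plate's test compounds plus 3 SD, cut at about 27% in these data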;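 note: 0% = acetylcholine EC80 with DMSO and 100% = DMSO without agonist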
CRFR2-BP antag – antagonists of CRF-BP/CRF-R2 complex, primary screen, cell-based, HEK293, calcium dye fluorescence, uHTS. CRF-induced calcium fluorescence. inhibition, % at 11.8 µM. 350,000 tested, 0.59% active;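 active = inhibition of the ligand-induced calcium signal above about 50% at the single tested concentration, limit read from the data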
TAAR1 antagonist – human TAAR1 antagonists, primary screen, Fluo-8 calcium fluorescence, CHO RD-HGA16 cells; antagonist; inhibition, % at 3 µM; AID 624466, 2012; 360,000 tested, 1.5% active;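 active = inhibition above a per-plate cutoff, the mean inhibition of test compounds on that plate plus 3 SD, cut at about 49% in these data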;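 note: 0% = DMSO plus EC80 beta-PEA response and 100% = DMSO alone without agonist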
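System: CHO RD-HGA16 cells bearing hTAAR1. Reagent: EC80 β-phenethylamine stimulus. Schedule: seeding 17-24 h prior, 75-min 37 °C, 30-min RT dye loading. Signal: Fluo-8 intracellular calcium dye fluorescence, real-time kinetic reads. Read-out: % inhibition from peak post-agonist over basal fluorescence ratio. Benchmarks: vehicle wells and EC80 agonist wells. Replicates: n of 1.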
TAAR1 agonist – human TAAR1 agonists, primary screen, Fluo-8 calcium fluorescence, CHO RD-HGA16 cells. Trace amine-associated receptor 1 (Homo sapiens), Q96RJ0. vehicle wells 0%, saturating PEA agonist 100%. activation, % at 3 µM. 360,000 tested, 0.99% active. AID 624467, 2012;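 active = activation above the mean activation of all test compounds in the run plus 3 SD, cut at about 38% in these data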
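Signal – calcium-sensitive Fluo-8 signal, excitation 470-495, emission 515-575 nm · System – RD-HGA16 (CHO) cells co-expressing Gα16 and hTAAR1 · Incubation – 17-24 h seeding, 75 min 37 °C dye, 30 min RT · Compound dosing – 3 µM single concentration · Repeats – no replicates (n 1)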
The depositor's hits bear a star; / = not tested or not shown.

SMILES	M5 PAM	M4 PAM	CHO-K1 Ca PAM	CHRM5 agonist	CRFR2-BP ag	CHRM5 antagonist	CRFR2-BP antag	TAAR1 antagonist	TAAR1 agonist
CCCCC(=O)NNC(=S)NC(=O)c1ccc(C)cc1	-5	3	6	1	135*	2	49	36	98*
Cc1c(C(=O)c2cccc([N+](=O)[O-])c2)c2ccccn2c1CCC#N	2	-6	14	-1	-0.8	-6	9	-4	-1
O=C(NCCn1cccn1)C1CCC(=O)N(CCc2ccc(Cl)cc2)C1 (stereo unspecified)	4	10	17	-2	3.7	6	11	-12	3
O=C1c2ccccc2C(=O)N1c1cccc(-c2nc3ccccc3o2)c1	7	-4	21	0	3.0	-1	-7	-12	0
Cc1onc(-c2ccccc2Cl)c1C(=O)NCc1nc(-c2ccccc2)no1	-7	-1	4	-4	-0.3	4	-13	-3	4
O=Cc1cn(-c2ccccc2)nc1-c1cc2c(ccc3ccccc32)oc1=O	6	-2	11	0	0.5	-4	5	-4	10
CCOc1cc(N2CCOCC2)c(OCC)cc1NS(=O)(=O)c1cc(NC(C)=O)ccc1OC	3	2	6	1	0.6	6	-8	-12	-1
Cc1ccc(-c2cc(-c3ccccc3)nc(N(C)N)n2)cc1	-2	0	5	5	0.0	-4	-10	0	0
NC(=O)c1cccnc1Oc1cccc(Cl)c1	1	0	-8	-2	-1.5	0	-5	6	11
COc1cccc(OC2(C)CCN(Cc3cccn3-c3nccs3)C2)c1 (stereo unspecified)	-2	-10	-4	-1	/	1	/	-8	1
CC1(C(=O)NS(=O)(=O)Cc2ccccc2)CCN1C(=O)C1(c2ccc(Cl)cc2)CC1 (stereo unspecified)	0	6	-5	0	/	-5	/	-21	1
CN(C1CCS(=O)(=O)C1)S(=O)(=O)c1ccc(N2CCCC2=O)cc1 (stereo unspecified)	-5	-4	30	0	-0.1	15	8	-18	7
COc1ccc(CN2C(=O)C(Cc3ccccc3)Nc3ncnc(N4CCN(c5ccccc5)CC4)c32)cc1 (stereo unspecified)	-2	-2	11	0	-0.2	5	4	0	11
COc1ccc(Br)cc1C(=O)Nc1ccc(NC(=O)c2ccco2)cc1	-11	-4	11	0	2.4	2	0	12	17
Cn1c(CNC(=O)C2CCC(=O)N(CCc3cccc(F)c3)C2)nc2ccccc21 (stereo unspecified)	4	-1	13	-3	-0.9	0	11	3	-1
CN(C(=O)Nc1ccc(Cl)cc1)n1cnc2ccccc2c1=O	-12	-2	-4	-2	1.2	18	-4	7	7
O=C(/C=C/c1ccc([N+](=O)[O-])cc1)N(c1ccccn1)C1CCCCC1	-1	0	11	-8	0.8	11	-3	-14	0
Cc1ccc(N2CC(C(=O)Nc3nnc(SCc4cccnc4)s3)CC2=O)cc1 (stereo unspecified)	0	8	7	0	0.4	4	0	-1	1
O=C(Nc1cccnc1)c1ccc(NS(=O)(=O)c2cccc([N+](=O)[O-])c2)cc1	7	8	-12	2	-2.0	5	8	-6	0
O=C(Cn1nc(-c2ccc(Cl)cc2)ccc1=O)NCC1COCCO1 (stereo unspecified)	4	-6	11	-3	1.5	10	9	-21	5

Some of the entries above, set out differently:
The line under a structure holds: M5 PAM	M4 PAM	CHO-K1 Ca PAM	CHRM5 agonist	CRFR2-BP ag	CHRM5 antagonist	CRFR2-BP antag	TAAR1 antagonist	TAAR1 agonist
COc1cccc(OC2(C)CCN(Cc3cccn3-c3nccs3)C2)c1 (stereo unspecified)
  -2	-10	-4	-1	/	1	/	-8	1
CC1(C(=O)NS(=O)(=O)Cc2ccccc2)CCN1C(=O)C1(c2ccc(Cl)cc2)CC1 (stereo unspecified)
  0	6	-5	0	/	-5	/	-21	1
CN(C1CCS(=O)(=O)C1)S(=O)(=O)c1ccc(N2CCCC2=O)cc1 (stereo unspecified)
  -5	-4	30	0	-0.1	15	8	-18	7
COc1ccc(CN2C(=O)C(Cc3ccccc3)Nc3ncnc(N4CCN(c5ccccc5)CC4)c32)cc1 (stereo unspecified)
  -2	-2	11	0	-0.2	5	4	0	11
COc1ccc(Br)cc1C(=O)Nc1ccc(NC(=O)c2ccco2)cc1
  -11	-4	11	0	2.4	2	0	12	17
Cn1c(CNC(=O)C2CCC(=O)N(CCc3cccc(F)c3)C2)nc2ccccc21 (stereo unspecified)
  4	-1	13	-3	-0.9	0	11	3	-1
CN(C(=O)Nc1ccc(Cl)cc1)n1cnc2ccccc2c1=O
  -12	-2	-4	-2	1.2	18	-4	7	7
O=C(/C=C/c1ccc([N+](=O)[O-])cc1)N(c1ccccn1)C1CCCCC1
  -1	0	11	-8	0.8	11	-3	-14	0
Cc1ccc(N2CC(C(=O)Nc3nnc(SCc4cccnc4)s3)CC2=O)cc1 (stereo unspecified)
  0	8	7	0	0.4	4	0	-1	1
O=C(Nc1cccnc1)c1ccc(NS(=O)(=O)c2cccc([N+](=O)[O-])c2)cc1
  7	8	-12	2	-2.0	5	8	-6	0
O=C(Cn1nc(-c2ccc(Cl)cc2)ccc1=O)NCC1COCCO1 (stereo unspecified)
  4	-6	11	-3	1.5	10	9	-21	5

Remaining list, next part
SMILES	M5 PAM	M4 PAM	CHO-K1 Ca PAM	CHRM5 agonist	CRFR2-BP ag	CHRM5 antagonist	CRFR2-BP antag	TAAR1 antagonist	TAAR1 agonist
O=C(N[C@@H]1CC[C@@H](CCNC(=O)C2CCOCC2)O[C@@H]1CO)c1ccncc1	-7	-1	/	1	/	7	/	13	1
CCOC(=O)c1[nH]cnc1C(=O)Nc1ccc(Cl)cc1	14	8	22	1	0.7	6	0	-29	0
Cc1ccc(-c2nn(C)c(=O)c3ccccc23)cc1CNC(=O)CSc1nc2ccccc2o1	-8	1	11	-5	0.9	3	-3	-7	13
COc1ccc(C(=O)COC(=O)CCNS(=O)(=O)c2ccc(NC(C)=O)cc2)c(OC)c1	7	2	21	-1	0.8	10	51*	2	3
COc1cc(/C=N/Nc2nc3ccccc3[nH]2)cc(OC)c1O	1	0	23	-4	-0.1	2	23	-14	6
COc1ccc(OCC(=O)NC(=S)Nc2ccc(S(=O)(=O)Nc3cc(C)on3)cc2)cc1	5	2	-10	-1	0.3	-15	4	8	0
CCC1(CC)NC(=O)N(CC(=O)OCc2nc3cc(C(=O)OC)ccc3c(=O)[nH]2)C1=O	0	4	24	2	0.5	-2	9	4	0
CN1C(=O)CC(C(=O)Nc2ccc(F)cc2)SC1=Nc1ccc2c(c1)OCO2 (stereo unspecified)	-5	0	1	1	-0.7	1	18	-14	7
C/C(=N\NS(=O)(=O)c1ccc([N+](=O)[O-])cc1)c1ccc(NC(=O)c2ccco2)cc1	-5	14	19	-2	-0.4	13	-5	-3	7
Cc1nn(Cc2ccc(C(=O)O)o2)c(C)c1[N+](=O)[O-]	1	13	12	-1	-0.3	-3	-3	13	7
COCCn1c(=O)[nH]c2cc(C(=O)Nc3nnc(C)s3)ccc21	-5	3	-10	-4	0.0	11	0	-7	6
O=S(=O)(Nc1cc(S(=O)(=O)N2CCOCC2)ccc1N1CCCC1)c1cccs1	2	4	16	-5	2.9	5	-30	2	-2
COc1ccc(Cl)cc1C(=O)OCC(=O)NC(=O)c1cccn1C	2	5	19	0	0.1	0	-6	10	8
CN(C)CCC(=O)c1cccc(Br)c1	-13	-7	2	-5	0.7	13	-34	7	0
O=C(C1CCCN(Cc2cccnc2)C1)N1CCCCC1 (stereo unspecified)	0	-2	21	-12	-2.0	-1	24	3	3
COc1ccc(Nc2nnc(Cc3ccccc3)c(=O)[nH]2)c(OC)c1	-2	5	21	-13	-1.5	1	-3	0	0
Cn1c(CNC(=O)c2ccccc2)nnc1SCC(=O)N1CCN(c2ccccc2)CC1	9	14	-21	-4	-0.3	1	-2	-2	10
COc1ccccc1C(=O)NCC(=O)OCC(=O)Nc1ccc2[nH]c(=O)[nH]c2c1	10	11	7	2	-0.5	0	4	-25	8
Cc1ccc(C(=O)Nc2cccc(S(=O)(=O)N3CCCC3)c2)o1	-4	-7	-1	-5	-1.3	18	-3	4	0
CC(=O)C1=C(C)N(Cc2ccccc2)C(=O)N[C@H]1c1ccco1	-3	7	16	1	-0.1	12	7	12	2
CCCn1c(=O)[nH]c(=O)c2c1nc(-c1ccc(OC)c(Br)c1)n2CCOC	0	-8	-14	-3	-0.1	9	-6	-12	-1
COc1cc(OC)c(CN2CCC(CO)(CCOc3ccccc3)CC2)c(OC)c1	1	8	22	-4	-0.5	1	-12	13	-1
Cc1ccc(N2C(=O)C(NC(=O)c3c(F)cccc3F)(C(F)(F)F)C3=C2CC(C)(C)CC3=O)cc1 (stereo unspecified)	9	15	20	-5	1.2	-1	-4	-8	1
CCc1nnc(NC(=O)CSc2nnc(CNC(=O)c3ccc(OC)c(OC)c3)o2)s1	1	7	-10	4	4.7	4	-2	-6	6
CCOC(=O)Cc1csc(NC(=S)NC(=O)C(C)(C)C)n1	-6	-5	-5	4	25	-4	41	-4	10
Cc1ccc(NC2CCCN(C(=O)c3ccnc(Cl)c3)C2)cc1C (stereo unspecified)	3	0	0	-2	-3.3	1	1	-5	3
CC1(C)CN(c2ccc(Br)cc2)C(=O)[C@H]1CC(=O)Nc1ccccc1	2	1	15	0	2.9	5	-1	-12	1
CCN(CC)CCNC(=O)/C(=C/c1cn(C)c2ccccc12)NC(=O)c1ccc(OC)c(OC)c1	1	5	8	-1	0.1	1	-7	7	3
CC1(C)NC(=O)N(CCC(=O)Nc2ccc(C(C)(C)C)cc2)C1=O	1	6	20	0	-1.9	3	-26	19	1
O=C(Cc1cccs1)N1CCN(S(=O)(=O)c2ccc(Cl)c(C(F)(F)F)c2)CC1	6	14	12	0	1.1	0	-9	8	-1
O=C(COC(=O)c1ccncc1)Nc1ccc2c(c1)OCO2	2	-4	4	-1	-0.4	8	1	-7	5
CC(C(=O)NN=C(c1ccccc1)c1ccccc1)N1CCOCC1 (stereo unspecified)	1	3	13	-3	0.4	8	-9	-11	0
C[C@H](CO)N1C[C@H](C)[C@@H](CN(C)C(=O)Nc2ccccc2)Oc2ccc(NC(=O)C3CC3)cc2C1=O	1	0	-3	1	-0.6	10	-2	1	2
COc1ccc(-c2cc(C(=O)Nc3ccc(C)c(N)c3)c3ccccc3n2)cc1	-4	-4	10	-4	-0.4	8	-12	48	11
CCCCC(=O)N(C)c1c(CC)nc2c(OCc3ccc(S(C)(=O)=O)cc3)cccn12	-6	3	13	-4	/	2	/	-22	2
